D3 antag = antagonists of human D3 dopamine receptor. max response, negative = inhibition, %. 360,000 compounds, 2.5% hits. AID 652054. P35462. D3R cells, DiscoveRx beta-arrestin luminescence, antagonist mode; hits give low values; in the data active = max response below about -50%; inconclusive = no clear call, values can overlap the other calls; also: % is scaled to controls: 0 for no effect and ±100 for the full control effect; mostly tested at two doses, the higher about 12 µM
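Cells expressing the human receptor were seeded at 1500 cells/well, incubated overnight at 37 degrees C in 5% CO2, then exposed to library compounds with dopamine controls for 90 minutes at 37 degrees C before luminescent detection.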
CCT modulator = modulators of cytosolic chaperonin (CCT/TRiC) activity. purified chaperonin ATPase assay, HTRF ADP detection, 30 min. activity change, % (test concentration not listed), hits read low. 360,000 compounds, 0.3% hits; in the data active = activity change below about -30%; also: % is scaled to controls: 0 for no effect and ±100 for the full control effect
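ATPase activity: ADP formed was measured by HTRF Transcreener (665/615 nm ratio) after 30 min at 37 deg C with 10 uM ATP. Compounds screened at one 76 uM concentration against 40 or 20 nM TRiC in Tris pH 7.4/KCl/MgCl2/DTT buffer.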
MmCpn inh = inhibitors of Methanococcus maripaludis chaperonin (MmCpn); purified Mm-Cpn ATPase, ADP Transcreener TR-FRET; Potency, µM (top dose mostly 76.9 µM), without a hit: top-dose activity, negative = inhibition, usual class: inhibitors; 330,000 compounds, 0.031% hits; AID 504842; also: potency is read from the fitted curve at half-maximal effect; % is scaled to controls: 0 for no effect and ±100 for the full control effect; nearly all actives have a fitted effect of over 80% in size
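Purified archaeal Mm-CPN (25nM final) preincubated 10 min at 37degC with compound, then 10uM ATP for 30 min at 37degC; ADP measured by HTRF Transcreener TR-FRET; buffer 30 mM TRIS pH 7.4, 100mM KCl, 5mM MgCl2, 1mM DTT.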
EPAC2 agonist = EPAC2 (human) agonism; Q8WZA2; AID 720711; Potency, µM (titrated, usually from 154 µM), inactives show at the top dose activation, most hits filed as activators; 360,000 compounds, 0.079% hits; EPAC2 activation, biochemical qHTS; response scale: 100% = 6.5 mM cAMP response; also: potency is read from the fitted curve at half-maximal effect; nearly all actives have a fitted effect of over 50% in size
Target sequence (Q8WZA2 whole entry, looked up): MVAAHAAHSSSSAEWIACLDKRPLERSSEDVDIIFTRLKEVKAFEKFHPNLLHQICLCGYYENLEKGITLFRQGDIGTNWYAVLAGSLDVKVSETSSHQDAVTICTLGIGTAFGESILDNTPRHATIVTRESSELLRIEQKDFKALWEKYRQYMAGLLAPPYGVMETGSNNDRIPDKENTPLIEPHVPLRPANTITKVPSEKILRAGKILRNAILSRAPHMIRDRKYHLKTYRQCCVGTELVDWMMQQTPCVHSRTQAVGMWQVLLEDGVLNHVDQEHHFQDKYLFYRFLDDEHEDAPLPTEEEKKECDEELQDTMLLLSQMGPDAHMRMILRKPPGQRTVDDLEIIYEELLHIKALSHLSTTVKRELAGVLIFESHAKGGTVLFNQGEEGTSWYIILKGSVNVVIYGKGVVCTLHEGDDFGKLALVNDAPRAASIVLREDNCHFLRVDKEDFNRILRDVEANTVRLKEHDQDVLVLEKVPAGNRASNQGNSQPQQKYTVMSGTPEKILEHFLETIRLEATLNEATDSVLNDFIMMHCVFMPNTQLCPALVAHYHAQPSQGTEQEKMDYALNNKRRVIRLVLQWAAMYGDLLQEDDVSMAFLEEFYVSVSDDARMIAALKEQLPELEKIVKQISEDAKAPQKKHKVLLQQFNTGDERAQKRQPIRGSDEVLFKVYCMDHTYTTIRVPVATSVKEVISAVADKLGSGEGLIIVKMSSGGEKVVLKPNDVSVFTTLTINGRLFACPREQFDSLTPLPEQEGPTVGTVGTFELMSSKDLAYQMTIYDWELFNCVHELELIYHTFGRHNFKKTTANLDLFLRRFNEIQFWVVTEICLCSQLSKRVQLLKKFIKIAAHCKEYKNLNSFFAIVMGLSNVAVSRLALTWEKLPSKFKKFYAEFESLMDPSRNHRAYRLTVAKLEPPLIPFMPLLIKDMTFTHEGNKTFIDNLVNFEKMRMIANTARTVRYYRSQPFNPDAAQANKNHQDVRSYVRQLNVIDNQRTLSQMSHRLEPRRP
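Fluorescence exchange assay: 100 nM EPAC2 with 250 nM RAP1B-BODIPY-GDP and 50 uM GDP; compounds tested as a concentration-titration series (qHTS). Loss of Rap1-bound BODIPY-GDP fluorescence read at 480/540 nm; data normalized to 6.5 mM cAMP.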
EPAC2 antag = EPAC2 (human) antagonism | Potency, µM (highest dose often 114 µM), for inactives: top-dose activity, negative = inhibition, usual class: inhibitors | EPAC2 GEF exchange of Rap1B-BODIPY-GDP, fluorescence | AID 720708 | 360,000 compounds, 0.18% hits; also: potency is read from the fitted curve at half-maximal effect; % is scaled to controls: 0 for no effect and ±100 for the full control effect; nearly all actives have a fitted effect of over 45% in size; many of its hits are not listed in these tables
pAkt inh = inhibitors of Akt phosphorylation; Neuro2A IGF-stimulated pAkt S473 HTRF, 20 min; hits give low values; activity change, % for hits at 50 µM; 360,000 compounds, 0.32% hits; AID 651550; in the data active = activity change below about -80%; inconclusive = mostly about -51% to -80%; also: % is scaled to controls: 0 for no effect and ±100 for the full control effect
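Single-point screen (50 µM final compound) in Neuro2A cells stimulated 20 min with 6 nM IGF at 37 deg C. After lysis, Ser473-phosphorylated Akt read by HTRF (ex 330 nm, em 615/665 nm) as the 665/615 ratio.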
D3 ag = agonists of human D3 dopamine receptor; 410,000 compounds, 0.58% hits; D3R DiscoveRx beta-arrestin cells, luminescence, 90 min; P35462; AID 652048; max activation, %; in the data active = max activation above about 30%; also: 0% is about no effect; mostly tested at two doses, the higher about 12 µM
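Agonist-mode cell screen: cells plated at 1500/well and incubated overnight at 37 °C, then exposed to library compounds for 90 min at 37 °C. Detection reagent was added for 30–60 min at room temperature, and luminescence was read.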
PTHR1 ag = agonists of human PTHR1 parathyroid hormone receptor; Q03431; Potency, µM (series often up to 115 µM), for the others: top-dose activation, most hits filed as activators; 410,000 compounds, 0.075% hits; AID 743266; HEK293 GP2 PTHR1 cells, GloSensor cAMP luminescence, 1 h; also: potency is read from the fitted curve at half-maximal effect; nearly all actives have a fitted effect of over 55% in size; some results filed as inactive show a strong effect at the top dose; inactives centre near -15; many of its hits are not listed in these tables
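HEK-293-derived GP2 cells expressing PTHR1 and a GloSensor cAMP reporter, 3,000/well, plated overnight, given luciferin plus IBMX (each 0.5 mM as added) for 1 h at 37 °C, then compound for 1 h at 37 °C. Luminescence was read after 15 min at room temperature.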
* marks the source's active call; other numbers are inactive results; i = inactive; ? = inconclusive; nt = no result given; & = joins results of further samples; [ ] = remark or other dose. Unless noted, calls follow the shape of the dose curve; as a rule, active = well fitted curve in the direction sought with a large enough effect; inconclusive = small, poorly fitted or top-dose-only effect, or another doubt; inactive = no such curve, though single readings can be large; an effect the other way counts as inactive or inconclusive. Not all compounds are listed; the hit share may differ from the screen's.

Value order – D3 antag	EPAC2 agonist	EPAC2 antag	pAkt inh	PTHR1 ag	CCT modulator	D3 ag	MmCpn inh
S=C(NCc1ccco1)Nc1cccc(Cl)c1Cl
  11	6%	6%	i	-18%	-1.2	10	-1%
CCOC(=O)Cn1c(=O)oc2cc(S(=O)(=O)Nc3cc(Cl)ccc3OC)ccc21
  -12	0%	35%[activator]	i	-49%[inhibitor]	0.7	-6	1%
CN(c1ccc(Br)cc1)S(=O)(=O)c1ccc2[nH]cc(C(=O)NCCN3CCOCC3)c(=O)c2c1
  13	0%	1%	i	i	0.5	-12	2%
CCOC(=O)c1c(C(C#N)C#N)cc(C)nc1C
  ?	3%	-1%	i	16%[57.5 µM]	-0.4	0	-2%
O=C(COC(=O)c1ccc(S(=O)(=O)NCc2ccco2)cc1)NCCC1=CCCCC1
  26	-14%	12%	i	i	-0.4	-1	1%
O=C(N/N=C/c1ccc([N+](=O)[O-])cc1)c1cc(C2CC2)nc2ccccc12
  21	3%	0%	i	-3%	0.9	-5	1%
CC(C)(C)NC(=O)C(C1CC1)n1c(=O)c(-c2ccccc2)nc2ccccc21 (stereo not given)
  -3	12%	1%	i	i	nt	-8	nt
COC(=O)c1ccc(CSc2nnc(NC(=O)C3CCCO3)s2)cc1 (stereo not given)
  13	2%	0%	i	-18%[57.5 µM]	-23	3	-4%
Cc1ccc(C)n1-c1ccc(C(=O)N2CCC(C(N)=O)CC2)cc1
  -6	1%	8%	i	i	2.0	-8	0%
Cc1cc(N2CCCC2)c(F)cc1/C=C\[N+](=O)[O-]
  -7	22%	-4%	i	-36%[inhibitor]	0.7	-2	-1%
CCOc1ccc(OCc2ccc(C(=O)O)o2)cc1
  -15	0%	-3%	i	-13%[57.5 µM]	-5.2	7	0%
Cc1cc(C(=O)N2CCN(Cc3ccccc3)CC2)on1
  -16	4%	7%	i	i	-0.3	2	2%
Cc1cc(Sc2nc(N)ncc2[N+](=O)[O-])ncn1
  -60*	13%	1%	i	-35%[inhibitor]	-2.3	-7	0%
COC(=O)C1=C(C)N(C)C(C)=C(C(=O)OC)C1c1cccc(Br)c1
  -19	9%	?	i	-24%[57.5 µM]	-4.0	-5	1%
CCN1CCN(CCOc2ccc(Cl)cc2)CC1
  -14	9%	5%	i	-23%	0.0	-3	-4%
Cc1n[nH]c(=S)n1/N=C/c1ccc(-c2ccc(Cl)cc2)o1
  -1	7%	0%	i	i	-0.3	6	nt
C[C@]12CC[C@@H]3c4ccc(O)cc4CC[C@H]3[C@@H]1C[C@@H](O)[C@@H]2O
  0	5%	-3%	i	i	0.5	7&30	0%
CC(C)c1ccc(NC(=O)c2n[nH]c(=O)c3ccccc23)cc1
  -6	0%	3%	i	i	-3.2	12	1%
CCn1cc(Br)c(C(=O)Nc2ccc(C(=O)OC(C)C)cc2)n1
  31	22%	-13%	i	-2%	-2.8	0	-2%
COC(=O)c1ccccc1CC1SC(N)=NC1=O (stereo not given)
  3	-2%	18%	i	-5%	1.7	1	0%
COc1cccc(N2CCN(Cc3ccsc3)CC2)c1
  -71*	0%	11%	i	i	-2.2	-10	0%
Nn1c(COc2ccccc2F)nnc1SCC(=O)NC1CCS(=O)(=O)C1 (stereo not given)
  4	2%	17%	i	i	0.7	19	0%
Cc1nc(N2CCCCC2)c2ccsc2n1
  -12	1%	3%	nt	-3%	2.4	-1	-1%
CN(C)Cc1c(O)ccc2c(=O)c(-c3ccccc3Cl)coc12
  3	5%	10%	i	i	-1.1	2	1%
Nc1nc2ccccc2n1/N=C/c1ccc2c(c1)OCO2
  5	-2%	8%	i	-12%	-0.1	13	0%
O/N=C/c1ccc2cccc(O)c2n1
  13	8%	-9%	i	-20%	-0.5	-3	2%
COc1ccc(Nc2nc(NC(C)(C)C)nc(N3CCOCC3)n2)c(OC)c1
  -8	24%	3%	i	i	0.1	-6	-1%
Cc1cccc(NC(=O)c2nc[nH]c2C(=O)NCc2ccccc2)c1
  -9	19%	0%	i	-22%	0.3	-10	-2%
CC(C)Cn1c(=S)[nH]c2cc(C(=O)NCc3ccccc3F)ccc2c1=O
  0	8%	2%	i	-49%	0.3	-3	-11%
COc1ccccc1C(=O)Nc1ccnn1C1CCN(C(=O)C(C)(C)C)CC1
  5	6%	0%	i	i	1.4	1	2%

Other results follow:
Value order – D3 antag	EPAC2 agonist	EPAC2 antag	pAkt inh	PTHR1 ag	CCT modulator	D3 ag	MmCpn inh
OCC[C@@H]1C[C@H](O)[C@@H](O)[C@@]2(OCc3cc(Cl)ccc32)O1
  -22	16%	5%	i	-18%	-1.2	-6	nt
Cc1ccc(N2C(=O)CCC2=O)c(C)c1
  9	17%	-15%	i	i	0.7	2	nt
Cc1noc(C)c1COc1cccc(C(=O)Oc2ccc3c(c2)OCO3)c1
  11	20%	-6%	i	-2%[57.5 µM]	-3.2	-24	-3%
CCOc1ccc(CN(C)CC(=O)Nc2ccc([N+](=O)[O-])cc2Cl)cc1
  60	23%	-27%	i	-86%[inhibitor]	0.4	3	1%
O=S(=O)(/C=C/c1ccccc1)Nc1ccc2c(c1)OCO2
  2	9%	-2%	i	-2%	-0.4	-3	0%
CC(NS(=O)(=O)c1ccccc1)C(c1cccs1)N1CCOCC1 (stereo not given)
  18	14%	-4%	i	-1%	0.7	2	0%
COC(=O)c1ccc(OC(=O)CN2C(=O)c3ccccc3C2=O)cc1
  -3	-3%	4%	i	-18%	-1.8	-6	1%
O=C(Nc1cccc2c1[nH]c(=O)c1ccccc12)C(F)(F)F
  -6	6%	-9%	i	-4%	-0.8	5	nt
COc1ccccc1CCc1nnc(CCC(=O)NCCCOc2cccnc2)o1
  2	5%	4%	i	i	1.4	1	-1%
CCOC(=O)C1OC1(c1ccccc1)c1ccccc1 (stereo not given)
  -11	-6%	-1%	i	-24%	1.7	5	nt
O=C(Nc1ccc(F)c(F)c1)C1CCCN1S(=O)(=O)c1ccc(F)cc1 (stereo not given)
  2	4%	-11%	i	i	0.3	-5	-6%
CC(=O)OC(C)[C@H]1CC[C@H]2[C@@H]3CC[C@H]4C[C@@H](OC(C)=O)CC[C@]4(C)C3=CC[C@]12C (stereo not given in full)
  13	5%	-7%	i	-2%	2.3	4	1%
O=C(Oc1cccc(C(=S)N2CCOCC2)c1)c1cccc(Cl)c1
  -5	19%	-9%	i	-4%	-1.6	-10	0%
O=S(=O)(c1cccs1)N1CCN(C/C=C/c2ccccc2)CC1
  ?	29%	-5%	-118%*	-16%	-3.0	-24	-2%
O=C(CSC1=NS(=O)(=O)c2cc(Cl)ccc2N1)NCc1ccc(F)cc1
  -8	-5%	-9%	i	i	0.1	-13	2%
CC(=O)c1ccc(N(C(=O)CNC(=O)c2ccco2)C(C(=O)NC2CCCC2)c2cccnc2)cc1 (stereo not given)
  16	5%	3%	i	i	-2.0	5	-1%
O=C(CC1Sc2ccccc2NC1=O)OCC(=O)N1CCc2ccccc21 (stereo not given)
  14	8%	3%	i	-12%	-4.0	-3	-1%
CC(C)CC(=O)NC(=S)Nc1ccc(Cl)cn1
  -5	-4%	-12%	i	i	-1.1	-1	0%
Cc1noc(C(=O)NCC2CCCO2)c1Cl (stereo not given)
  3	16%	-6%	i	i	-1.5	0	1%
CC(C)(C)NS(=O)(=O)c1ccc(CCC(=O)NCc2ccc3c(c2)OCO3)cc1
  -15	6%	6%	i	8%[57.5 µM]	-1.4	-12	0%
Cc1cc(NC(=O)CSc2nc(Cc3ccc(O)cc3)c(C)[nH]2)no1
  -13	10%	2%	i	-13%	2.2	1	5%
CCc1ccc2[nH]c(=O)c(CN(CCCN3CCOCC3)C(=O)Nc3ccc(F)cc3)cc2c1
  24	4%	-2%	i	i	-1.2	2	-1%
O=C(CCCNC(=O)c1ccc(Cl)cc1)NCc1ccc(F)cc1
  8	-6%	1%	i	-7%	-0.4	5	-3%
COCCN(C(=O)CSc1nnc2cc(C)c3ccccc3n12)c1c(N)n(Cc2ccccc2)c(=O)[nH]c1=O
  8	0%	9%	i	i	-0.4	2	-1%
Cc1cc(C(=O)N/N=C/C=C/c2cccc([N+](=O)[O-])c2)n[nH]1
  -1	1%	21%	i	i	-2.8	-5	0%
COc1ccc(NC(=O)c2cccnc2)cc1OCC(C)C
  4	5%	2%	i	i	-1.5	9	-7%
OCCN1CCN(CC(O)COCC2COc3ccccc3O2)CC1 (stereo not given)
  -17	1%	-10%	i	?	0.2	2	-2%
O=C(NNC(=O)c1cccs1)c1ccc2ccccc2c1
  -10	2%	-2%	i	i	0.6	1	-3%
CCN(C(=O)CSc1nnc(Cc2cccc3ccccc23)n1N)C1CCS(=O)(=O)C1 (stereo not given)
  1	10%	3%	i	-20%[57.5 µM]	-2.0	-3	1%
CCOC(=O)CC1C(=O)NCCN1C(=O)c1ccc(Cl)cc1Cl (stereo not given)
  -2	-2%	0%	i	i	-0.5	5	2%
O=C(COC(=O)C1(c2ccccc2F)CCCC1)N1CCN(C(=O)c2ccco2)CC1
  -12	8%	-3%	i	i	-5.2	-14	1%
